TDP1 block – qHTS Assay for Inhibitors of Tyrosyl-DNA Phosphodiesterase (TDP1); Potency, µM (doses to about 130 µM), without a hit: at the top dose activity change, negative = inhibition, actives largely listed as inhibitors; Tyrosyl-DNA phosphodiesterase 1 (Homo sapiens), Q9NUW8; recombinant TDP1, AlphaScreen DNA substrate cleavage; 350,000 compounds, 0.28% hits; also: nearly all actives have a fitted effect of over 40% in size
Target sequence (Q9NUW8 whole entry, looked up): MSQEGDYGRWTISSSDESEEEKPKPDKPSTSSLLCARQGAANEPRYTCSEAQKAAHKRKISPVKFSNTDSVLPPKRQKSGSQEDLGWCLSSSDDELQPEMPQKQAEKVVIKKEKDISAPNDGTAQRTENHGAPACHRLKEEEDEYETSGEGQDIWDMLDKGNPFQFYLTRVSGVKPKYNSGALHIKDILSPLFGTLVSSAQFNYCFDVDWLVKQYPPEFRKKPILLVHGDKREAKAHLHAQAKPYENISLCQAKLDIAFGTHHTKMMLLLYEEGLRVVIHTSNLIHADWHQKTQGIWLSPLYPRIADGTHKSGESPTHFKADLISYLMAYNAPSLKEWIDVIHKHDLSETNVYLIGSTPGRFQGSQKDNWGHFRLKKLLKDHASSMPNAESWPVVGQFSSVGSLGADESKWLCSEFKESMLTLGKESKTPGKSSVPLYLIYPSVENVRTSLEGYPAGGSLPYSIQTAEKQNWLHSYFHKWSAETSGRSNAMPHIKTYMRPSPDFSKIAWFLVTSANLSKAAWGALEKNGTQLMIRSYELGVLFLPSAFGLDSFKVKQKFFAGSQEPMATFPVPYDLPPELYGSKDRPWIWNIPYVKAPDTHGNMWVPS
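Enzyme-compound mixtures sat 15 min at room temperature, followed by a 5 min reaction with 15 nM final substrate and 10 min with AlphaScreen beads. Recombinant human Tdp1 was used at 1 nM final.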
TDP1 cell noCPT – qHTS for Inhibitors of human tyrosyl-DNA phosphodiesterase 1 (TDP1): qHTS in cells in absence of CPT. DT40 Tdp1-/- hTDP1 cells, no CPT, ATP luminescence, 48 h. Potency, µM (doses to about 46.2 µM), without a hit: top-dose activity change, negative = growth inhibition, actives largely listed as inhibitors. 420,000 compounds, 15% hits; also: nearly all actives have a fitted effect of over 55% in size
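Seeded 400 DT40-hTDP1 cells/well (vehicle DMSO, no 20 nM CPT); pinned compounds; ≥48 hr at 37 °C; CellTiter-Glo luminescence as viability measure.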
DT40 TDP1 CPT – qHTS for Inhibitors of human tyrosyl-DNA phosphodiesterase 1 (TDP1): qHTS in cells in presence of CPT. chicken DT40 Tdp1-/-;hTDP1 cells + 20 nM CPT, ATP luminescence, 48 h. Potency, µM (series often up to 46.2 µM), without a hit: at the highest dose activity change, negative = growth inhibition, usual class: inhibitors. 420,000 compounds, 12% hits. AID 686979, 2013; also: nearly all actives have a fitted effect of over 55% in size
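Chicken DT40 Tdp1-/- cells complemented with human TDP1, 400 cells/well, exposed to compounds plus 20 nM camptothecin for at least 48 h at 37 C; viability read as ATP content by CellTiter-Glo luminescence.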
* hit, by the source's call; ? = inconclusive; / = not tested or not shown; & = joins results of further samples; [ ] = dose if it differs, or a comment. Calls follow the shape of the dose curve; as a rule, active = well fitted curve in the direction sought with a large enough effect; inconclusive = small, poorly fitted or top-dose-only effect, or another doubt; inactive = no such curve, though single readings can be large; an effect the other way counts as inactive or inconclusive. % is scaled to controls: 0 for no effect and ±100 for the full control effect; potency is read from the fitted curve at half-maximal effect. This is a random part of the collection. Share with any hit: about 18%.

SMILES | TDP1 block | TDP1 cell noCPT | DT40 TDP1 CPT
CC1CCN(C(=O)CN2C(=O)NC3(CCCCCC3)C2=O)CC1 | 0% | 5% | -5%
O=C(CCc1nc(-c2ccccc2Cl)no1)NCCc1ccccc1 | / | -28% | ?
COC(=O)c1cc(Cl)c(N)cc1OC | -2% | -2% | 6%
CC(C)c1nc2cc(C(=O)N(C)C3CCOCC3)ccc2o1 | 3% | -10% | 9%
CC1CCCCC1NC(=O)CN1C(=O)CSc2cc(S(=O)(=O)N3CCCCCC3)ccc21 (centres undefined) | 5% | 21µM* | ?
COc1ccc(-n2c(SC(C)C(=O)Nc3ccc(NC(C)=O)cc3)nc3ccccc3c2=O)cc1OC (centres undefined) | / | -21% | -16%
Cc1sc2cc(-c3cccc([N+](=O)[O-])c3)c(-c3cccc([N+](=O)[O-])c3)c[n+]2c1C | 5% | -17% | 8%
C[C@@H]1CN([C@@H](C)CO)C(=O)CCCn2nncc2CO[C@@H]1CN(C)C(=O)c1ccccc1 | / | -3% | 8%
CC(C)CC(=O)NCC(c1ccc2c(c1)OCO2)N1CCN(c2ccccc2F)CC1 (centres undefined) | -2% | ? | ?
O=C(OCCCc1ccncc1)c1ccc(S(=O)(=O)N2CCOCC2)cc1 | 2% | -10% | -4%
C/C(CC(=O)NCc1ccco1)=N\NC(=O)c1ccc([N+](=O)[O-])cc1Cl | 10% | -10% | 6%
O=C(CSc1nnc2c(n1)[nH]c1ccccc12)Nc1ccc(N2CCOCC2)cc1 | 6% | ? | ?
O=C(CN1CCN(CCC(=O)Nc2ccccc2F)CC1)Nc1ccc(Cl)cc1 | 3% | ? | ?
O=c1c2ccccc2ncn1-c1ccc(Cl)c(Cl)c1 | 5% | 3% | -16%
Cc1ccc2nc(-c3ccc(NC(=O)Cc4cccs4)cc3)[nH]c2c1 | 1% | ? | 23µM*
CC1(C)CC(=O)C2=C(C1)Nc1[nH]n(-c3ccccc3)c(=O)c1C2c1ccc2c(c1)OCO2 (centres undefined) | 9% | 5.2µM* | 7.3µM*
COc1ccc(C(CNC(=O)c2ccc(Cl)s2)N2CCOCC2)cc1 (centres undefined) | 1% | -24% | -2%
Cc1ccc(C)c(S(=O)(=O)c2nnn3c2nc(Nc2ccc(C)c(C)c2)c2ccccc23)c1 | 4% | -5% | -1%
Nc1nc(C2CC2)c(Sc2sc(N)nc2C2CC2)s1 | 5% | ? | ?
CSc1nnc(CNC(=O)C23CC4CC(CC(C4)C2)C3)n1Cc1ccccc1 | 3% | ? | ?
Cc1ccc(NC(=O)c2ccc3c(=O)n4c(nc3c2)CCC4)cc1S(=O)(=O)N(C)C | -7% | ? | -23%
COc1ccccc1OCCNC(=O)C(CCSC)NC(=O)COc1ccccc1 (centres undefined) | 3% | 12% | -15%
O=C(CN(c1ccc(F)cc1)S(=O)(=O)c1ccc2c(c1)OCCO2)Nc1ccc2c(c1)OCO2 | 6% | ? | ?
COc1cccc(C(=O)Nc2cccc(-c3ccc(N4CCOCC4)nn3)c2)c1 | -9% | ? | -18%
COc1ccccc1C(=O)NC(=O)COC(=O)/C(=C/c1ccccc1)NC(C)=O | -3% | 3% | -1%
(list continues)
SMILES | TDP1 block | TDP1 cell noCPT | DT40 TDP1 CPT
Cc1ccc(-c2cccc(=O)o2)cc1 | / | -3% | -4%
CCOC(=O)/C(C#N)=C/c1ccc(N2CCN(C)CC2)cc1 | 3% | 9% | 5%
O=C(CNC(=O)c1ccc2c(c1)OCCO2)N/N=C/c1cccc(Br)c1 | 0% | ? | -21%
CC(C)(C)N1CC23C=CC(C[C@@H]2C1=O)O3 (some centres undefined) | 0% | 6% | -1%
Cc1cc(C)nc(SCC(=O)OC(C)C(=O)Nc2ccccc2)n1 (centres undefined) | 2% | -2% | 7%
COc1ccc(C(=O)N2CCC(C)(C(=O)NS(=O)(=O)C3CC3)C2)cc1 (centres undefined) | / | -1% | -1%
O=C(CSc1ccc([N+](=O)[O-])cc1)Nc1cccc(S(=O)(=O)N2CCOCC2)c1 | 2% | -5% | -1%
CCNC(=O)C1(C)CCN(C(=O)c2c(F)ccc(C)c2F)C1 (centres undefined) | / | 5% | -2%
CCc1cc(C)cc(OCCNC(=O)c2cncc(Br)c2)c1 | 0% | ? | ?
O=C(Nc1cccnc1)Nc1ccccc1Cl | 4% | -8% | ?
CSc1ccccc1C(=O)NCC1Cc2cc(F)cc(-c3cnccn3)c2O1 (centres undefined) | / | ? | 21µM*
COC(=O)c1ccc(OCC2c3cc(OC)c(OC)cc3CCN2C(=O)Cc2ccccc2)cc1 (centres undefined) | 8% | 16µM* | ?
Cc1cccc(NC(=O)CN2C(=O)S/C(=C\c3ccc(-c4cccc(C(=O)O)c4C)o3)C2=O)c1 | 25µM* | -13% | -4%
CCOC(=O)C1CCCN(C(=O)CNS(=O)(=O)c2ccc(Br)s2)C1 (centres undefined) | 2%[56.1 µM] | -14% | -18%
Cc1cccc(CC(=O)NC2CC(=O)N(c3cccc(F)c3)C2)c1 (centres undefined) | 0% | -28% | 1%
CC(=O)N1CCOc2ccc(S(=O)(=O)NCc3ccccc3Cl)cc21 | 3% | 9% | -17%
CC(=O)c1c(C)[nH]c(C(=O)OCC(=O)NNC(=O)c2ccc([N+](=O)[O-])cc2)c1C | 1% | 0% | 5%
COc1ccccc1CNc1nccn(-c2ccccc2)c1=O | 4% | ? | ?
O=c1[nH]c2cccc(Cl)c2n(CCNc2ncc(C(F)(F)F)cc2Cl)c1=O | -5% | ? | ?
Cc1nnc(SC(C)C(=O)N2CCc3ccccc32)s1 (centres undefined) | 2% | -2% | 2%
O=C(O)c1ccc(S(=O)(=O)N(Cc2ccccc2)Cc2ccccc2)cc1 | / | 24% | -6%
O=C1NC(=O)C2(COC(c3cccnc3)OC2)S1 (centres undefined) | -4% | 1% | 1%
O=C(c1ccccc1Br)N(Cc1ccco1)Cc1ccco1 | 5% | 15µM* | 13µM*
Cc1cccc(NS(=O)(=O)c2ccc(C)c(C(=O)N(C)C3CCN(C)CC3)c2)c1 | 1% | 5% | 5%
Cc1ccc(SC[C@H](Cc2ccccc2)N2CC[C@@H](NC(=O)OCc3ccccc3)CCC2=O)cc1 | / | 13µM* | 18µM*

Nothing new here: entries from further up.
SMILES | TDP1 block | TDP1 cell noCPT | DT40 TDP1 CPT
Cc1ccc(-c2cccc(=O)o2)cc1 | / | -3% | -4%
CCOC(=O)/C(C#N)=C/c1ccc(N2CCN(C)CC2)cc1 | 3% | 9% | 5%

The results go on:
SMILES | TDP1 block | TDP1 cell noCPT | DT40 TDP1 CPT
Cc1ccc2nnn(Cc3cccc(C(C)(C)C)c3O)c2c1 | -6% | 12µM* | 21µM*
CCOC(=O)c1c(C)[nH]c(CCC(=O)Nc2ccccc2C(=O)OC)c1C | 3% | 23µM* | ?
CC(OC(=O)c1ccc(NC(N)=O)cc1)C(=O)Nc1ccc2c(c1)OCCO2 (centres undefined) | 1% | -25% | 5%
COc1ccc(NC(=O)Nc2ccc(F)c(Cl)c2)cc1 | -3% | 16µM* | ?
Cc1cc(C(=O)COc2ncnc3sccc23)c(C)n1C | 5% | -1% | -23%
O=C(CSc1nnc(CCCN2C(=O)c3cccc4cccc(c34)C2=O)n1-c1ccccc1)N1CCN(CCO)CC1 | 0% | ? | ?
Cc1sc(NC(=O)c2ccco2)c(C(c2ccccc2)N2CCC(C)CC2)c1C (centres undefined) | 1% | 6.5µM* | 10µM*
CN1CCN(C(=O)/C=C/c2ccc(Cl)cc2)CC1 | -3% | 7% | 6%
CCCN(C(=O)CCc1ccc(OC)cc1)c1c(N)n(Cc2ccccc2)c(=O)[nH]c1=O | -2% | 6% | -4%
CCC(=O)Nc1cccc(NC(=O)CN2CCN(c3ccccc3OC)CC2)c1 | 2% | -22% | 0%
Cc1nc2ccccc2c(=O)n1/N=C/c1cn(-c2ccccc2)nc1-c1cccs1 | 0% | 21µM* | ?
C/C(=C\c1cccc(Cl)c1)C(=O)c1c(C)cc(C)[nH]c1=O | / | -29% | ?
Cc1cc(Br)ccc1OCC(=O)NNC(=O)CCc1ccccc1 | / | -12% | 1%
CC1CC(C)CN(C(=O)COC(=O)Cc2ccc(Cl)cc2)C1 (centres undefined) | / | -6% | 7%
COc1ccc(NC(=O)COC(=O)/C=C/c2ccccc2[N+](=O)[O-])cc1OC | 2% | ? | ?
CCOC(=O)C1CCCN(CC(=O)N(C)c2c(N)n(Cc3ccccc3)c(=O)[nH]c2=O)C1 (centres undefined) | -1% | -8% | 4%
CCN1CCN(c2ccc(S(=O)(=O)N3CCCCC3)cc2NC(=O)c2ccc(OC(F)F)cc2)CC1 | -3% | ? | ?
Cc1cc2nnc(SCC(=O)Nc3ccc(F)c(Cl)c3)n2c2ccccc12 | / | ? | 1%
COc1ccc(-c2c(C)c3ccc(O)c(CN4CCN(CCO)CC4)c3oc2=O)cc1OC | -3% | ? | ?
CCOc1ccc(C(=O)Nc2ccc(-c3cc4ccccc4oc3=O)cc2)cc1Br | 2%[12.3 µM] | ? | ?
COC(=O)c1ccc(/C=N/NC(=O)C2CC(=O)N(c3ccc(OC)cc3)C2)cc1 (centres undefined) | -6% | -2% | -20%
CC(C)C(=O)N1CCCC1(C)C(=O)Nc1ccc(F)cc1 (centres undefined) | / | -6% | -7%
O=S(=O)(Cc1ccccc1Cl)N1CCN(Cc2ccc3c(c2)OCO3)CC1 | 7% | ? | -12%
Cc1ccccc1NS(=O)(=O)c1cccc(C(=O)Nc2cccc(C(=O)O)c2)c1 | / | 17% | 12%
O=C(NCCCN1CCC(Cc2ccccc2)CC1)C1CCN(S(=O)(=O)N2CCC3(CC2)OCCO3)CC1 | 0% | -3% | 1%

Part of the list above in order of heavy-atom count, rising:
SMILES | TDP1 block | TDP1 cell noCPT | DT40 TDP1 CPT
CN1CCN(C(=O)/C=C/c2ccc(Cl)cc2)CC1 | -3% | 7% | 6%
CC(C)C(=O)N1CCCC1(C)C(=O)Nc1ccc(F)cc1 (centres undefined) | / | -6% | -7%
CC1CC(C)CN(C(=O)COC(=O)Cc2ccc(Cl)cc2)C1 (centres undefined) | / | -6% | 7%
Cc1cc(Br)ccc1OCC(=O)NNC(=O)CCc1ccccc1 | / | -12% | 1%
O=S(=O)(Cc1ccccc1Cl)N1CCN(Cc2ccc3c(c2)OCO3)CC1 | 7% | ? | -12%
CC(OC(=O)c1ccc(NC(N)=O)cc1)C(=O)Nc1ccc2c(c1)OCCO2 (centres undefined) | 1% | -25% | 5%
CCC(=O)Nc1cccc(NC(=O)CN2CCN(c3ccccc3OC)CC2)c1 | 2% | -22% | 0%
Cc1nc2ccccc2c(=O)n1/N=C/c1cn(-c2ccccc2)nc1-c1cccs1 | 0% | 21µM* | ?
CCCN(C(=O)CCc1ccc(OC)cc1)c1c(N)n(Cc2ccccc2)c(=O)[nH]c1=O | -2% | 6% | -4%
COc1ccc(-c2c(C)c3ccc(O)c(CN4CCN(CCO)CC4)c3oc2=O)cc1OC | -3% | ? | ?
O=C(NCCCN1CCC(Cc2ccccc2)CC1)C1CCN(S(=O)(=O)N2CCC3(CC2)OCCO3)CC1 | 0% | -3% | 1%

Other structures follow.
SMILES | TDP1 block | TDP1 cell noCPT | DT40 TDP1 CPT
CCOC(=O)Nc1ccc2c(c1)Cc1cc([N+](=O)[O-])ccc1-2 | / | ? | ?
CSCCC(c1nnnn1Cc1ccccc1)N1CCN(C/C=C/c2ccccc2)CC1 (centres undefined) | / | ? | ?
CN(C(=O)COc1ccccc1C(=O)NCc1ccccc1)C1CCS(=O)(=O)C1 (centres undefined) | 0% | -1% | 7%
CC(C)(C)NS(=O)(=O)c1ccc(NC(=O)C2CCCO2)cc1 (centres undefined) | / | ? | ?
CCCCCCCC/C=C\CCCCCCCC(=O)OC[C@H](CO)OC(C)=O | 4%&4% | -9%[4.12 µM] | 0%[4.12 µM]
O=S(=O)(/N=C(/Nc1ccc(F)c(F)c1F)c1ccccc1)c1ccccc1 | 8% | 1% | 11%
Cc1nc(CCNC(=O)CC2C(=O)NCCN2Cc2ccccc2)nc2c1CCC2 (centres undefined) | 3% | 0% | 6%
CC(=O)c1c(C)[nH]c(C(=O)COc2cc(C)cc(C)c2)c1C | 5% | 16µM* | ?
C[N+]1(C)[C@@H]2CC(OC(=O)C(O)(c3cccs3)c3cccs3)C[C@H]1[C@@H]1O[C@@H]12 (some centres undefined) | / | -14% | 10%
O=[N+]([O-])c1ccc(OCc2cn([C@@H](CO)c3ccccc3)nn2)c(Br)c1 | 2% | -12% | -15%
O=C(CN1C(=O)COc2ccccc21)NCCCN1CCCCC1 | 3% | 1% | 5%
O=C(O)CN1C(=O)/C(=C\c2cc(Br)ccc2OCc2ccccc2F)SC1=S | / | 3% | 17%
